From PubChem BioAssay
MLL CXXC-DNA inh – MLL CXXC-DNA interaction inhibition; Q03164; MLL-CXXC / FITC-HOXA9 DNA fluorescence polarization; Potency, µM (series often up to 115 µM), for inactives: at the top dose activity change, negative = inhibition, hits mostly inhibitors; actives 0.037% (n = 290,000); AID 2662; active = well fitted inhibition curve with a large enough effect in the polarisation, with a control signal flat, not every such curve was filed as active; inconclusive = small, poorly fitted or top-dose-only effect, or effect the other way, or a change in a side signal; inactive = no such curve, though single readings can be large or run the other way; the % refers to the polarisation; also: potency is read from the fitted curve at half-maximal effect
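Fluorescence polarization: 7 uM MLL-CXXC (stock) preincubated 5 min with compounds, then 50 nM fluorescein-HOX-A9 DNA (stock) added; 30 min ambient. Buffer 50 mM Tris-HCl pH 7.5, 50 mM NaCl, 1 mM DTT, 0.05% BSA.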
A-T KAP1 phos – potential ataxia-telangiectasia treatment | Potency, µM (series often up to 57.5 µM), for inactives: at the highest dose activation, actives largely listed as activators | actives 0.19% (n = 320,000) | […] A-T fibroblasts, KAP-1 phosphorylation AlphaLISA; neocarzinostatin DNA damage 30 min before lysis; also: potency is read from the fitted curve at half-maximal effect; % of control where 0% means no effect; nearly all actives have a fitted effect of over 45% in size
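ATM-like activity read as KAP-1 phosphorylation via AlphaLISA donor/acceptor antibody pairs after lysis and 6 hr at 25C. Cells were ATM-null patient fibroblasts ([…], hTERT), dosed 60 min, then exposed to the DSB inducer NCS for 30 min.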
Integrin act MD – activates integrin-mediated alleviation for muscular dystrophy; alpha7betagal myoblasts, beta-gal FDG fluorescence, 48 h; Potency, µM (doses to about 38.3 µM), without a hit: at the highest dose activation, hits mostly activators; actives 0.064% (n = 350,000); AID 624291;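 also: potency is read from the fitted curve at half-maximal effect; 100% = response of the positive control SU9516; nearly all actives have a fitted effect of over 60% in size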
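Alpha7betagal+/- myoblasts (passage 13) were plated 16-24 hr, then exposed to compounds (1:260 dilution of DMSO stock) for 48 hours at 37C. After MPER lysis, β-galactosidase reporter activity was read as FDG fluorescence (ex 480/em 540) after 30 minutes.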
hERG WT inh – KCNH2 (human, wildtype) channel inhibition. Q12809. U2OS, BacMam KCNH2, thallium flux FluxOr; stronger effect = lower value. activity change, % at 1.84 µM. actives 0.37% (n = 340,000). AID 720551;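 active = maximum activity change below -70%; inconclusive = maximum activity change between -70% and -50%; inactive = maximum activity change above -50%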; also: % is scaled to controls: 0 for no effect and ±100 for the full control effect
Target sequence (Q12809 whole entry, looked up): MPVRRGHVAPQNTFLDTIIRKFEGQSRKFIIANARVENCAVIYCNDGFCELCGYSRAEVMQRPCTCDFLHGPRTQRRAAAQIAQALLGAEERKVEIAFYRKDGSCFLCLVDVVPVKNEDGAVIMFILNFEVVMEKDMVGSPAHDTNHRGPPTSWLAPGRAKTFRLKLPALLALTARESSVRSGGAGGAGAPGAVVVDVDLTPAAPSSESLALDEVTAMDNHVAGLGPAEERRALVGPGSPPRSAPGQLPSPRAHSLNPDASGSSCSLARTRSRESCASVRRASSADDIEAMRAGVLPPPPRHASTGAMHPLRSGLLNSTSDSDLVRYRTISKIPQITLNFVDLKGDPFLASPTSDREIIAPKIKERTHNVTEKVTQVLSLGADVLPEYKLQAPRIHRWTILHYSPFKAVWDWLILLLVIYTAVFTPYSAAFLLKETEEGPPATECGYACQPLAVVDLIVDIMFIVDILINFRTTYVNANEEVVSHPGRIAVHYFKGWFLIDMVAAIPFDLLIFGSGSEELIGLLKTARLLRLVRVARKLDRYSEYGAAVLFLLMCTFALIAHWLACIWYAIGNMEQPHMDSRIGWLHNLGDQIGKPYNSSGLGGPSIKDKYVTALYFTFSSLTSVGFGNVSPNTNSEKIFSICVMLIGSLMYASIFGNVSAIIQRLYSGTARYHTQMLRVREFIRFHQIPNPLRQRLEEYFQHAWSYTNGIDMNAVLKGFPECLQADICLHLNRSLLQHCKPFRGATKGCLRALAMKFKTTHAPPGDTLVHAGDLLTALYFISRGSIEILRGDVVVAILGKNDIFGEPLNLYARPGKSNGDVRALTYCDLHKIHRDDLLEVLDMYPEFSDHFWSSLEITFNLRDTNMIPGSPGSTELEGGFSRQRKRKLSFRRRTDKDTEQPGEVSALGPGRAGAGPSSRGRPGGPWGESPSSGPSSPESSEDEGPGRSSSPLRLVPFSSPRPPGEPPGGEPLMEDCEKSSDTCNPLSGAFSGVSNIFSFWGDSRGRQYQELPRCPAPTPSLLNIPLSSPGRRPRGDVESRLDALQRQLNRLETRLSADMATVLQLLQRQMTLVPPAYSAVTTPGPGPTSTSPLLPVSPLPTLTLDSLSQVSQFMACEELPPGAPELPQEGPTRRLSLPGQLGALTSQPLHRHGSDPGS
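U2OS cells were transduced with wild-type KCNH2 virus (2.03 x 10^8 / mL) for 4 h at room temperature, then cultured overnight at 37 C. Thallium flux was read with FluxOr dye. Rate constants were normalized to DMSO controls.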
GALK inhibitor – blocks human galactokinase activity. actives 0.007% (n = 270,000). P51570. Potency, µM (top dose mostly 57.5 µM), inactives show at the top dose activity change, negative = inhibition, usual class: inhibitors. Purified GALK, Kinase-Glo residual ATP luminescence; also: potency is read from the fitted curve at half-maximal effect; % is scaled to controls: 0 for no effect and ±100 for the full control effect
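Human GALK (5 nM) with 35 uM ATP and 100 uM galactose in 20 mM HEPES pH 8.0, 5 mM MgCl2, 60 mM NaCl, 1 mM DTT, 0.01% BSA. After 1 h at room temperature, leftover ATP was read by Kinase-Glo Plus luminescence.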
Coupling enz – inhibits coupling enzyme system, counter-screen for aldolase hits | coupling enzyme system counterscreen, AmpLite Red fluorescence | activity change, negative = inhibition, % at 58.2 µM, hits read low | actives 0.67% (n = 290,000); in the data active = activity change below about -30%; also: % is scaled to controls: 0 for no effect and ±100 for the full control effect
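Activity here indicates interference with the coupling reaction, not aldolase inhibition. Compounds at 57.5 uM final met coupling enzymes for 10 min at RT; substrate and AmpLite Red detection followed, with a 525/598 nm fluorescence read after 20 min.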
MBNL1 CUG block – inhibitors of human MBNL1 binding to CUG repeat RNA | Q9NR56 | TR-FRET MBNL1-His/biotin-(CUG)12 binding, 665/545 ratio | Potency, µM (series often up to 57.5 µM), without a hit: top-dose activity change, negative = inhibition, most hits filed as inhibitors | actives 0.036% (n = 280,000) | AID 2675; active = well fitted inhibition curve with a large enough effect in the signal ratio, with a control signal flat, not every such curve was filed as active; inconclusive = small, poorly fitted or top-dose-only effect, or effect the other way, or a change in a side signal; inactive = no such curve, though single readings can be large or run the other way; the % refers to the signal ratio; also: potency is read from the fitted curve at half-maximal effect; % is scaled to controls: 0 for no effect and ±100 for the full control effect
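MBNL1-His + Biotin-(CUG)12, cpd titration 92 nM–58 uM; Tb anti-His Ab 0.055 ng/ul, SA-XL665 5 nM (final); 60 min RT; ratiometric 665/545 nm, Ex 340 nm; normalized to buffer and full-complex controls.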
KCNH2 3.1 block – inhibitors of human KCNH2 3.1 potassium channel isoform; AID 720553; actives 0.95% (n = 340,000); activity change, % (tested at about 1.8 µM); U2OS KCNH2 3.1, thallium flux FluxOr; stronger effect = lower value;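 active = maximum activity change below -70%; inconclusive = maximum activity change from -70% to -50%; inactive = maximum activity change above -50%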;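 also: thallium influx rate constant from kinetic fluorescence after stimulation buffer; % is scaled to controls: 0 for no effect and ±100 for the full control effect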
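Thallium flux via FluxOr fluorescence (Red40 quencher, 45 min loading) in U2OS cells virally expressing the KCNH2 3.1 isoform (1.77 x 10^8 /mL virus, overnight at 37 C). Rate constants from 2-min kinetic reads post-stimulation, normalised to positive and negative controls.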
S-ASM inh – inhibitors of human secretory acid sphingomyelinase. Potency, µM (doses to about 57.5 µM), inactives show at the highest dose activity change, negative = inhibition, hits mostly inhibitors. AID 504937. placental ASM, HMU-PC fluorogenic substrate, 60 min. actives 0.006% (n = 340,000); also: potency is read from the fitted curve at half-maximal effect
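Human placenta-derived ASM enzyme was preincubated with compound for 10 minutes at room temperature, then given fluorogenic substrate HMU-PC0 (9 uM final) for 60 minutes at 37 °C; a pH 10 stop preceded fluorescence reading at Ex 386/Em 447 nm.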
TRPV1 agonist – agonists of human vanilloid receptor 1 (TRPV1); Q8NER1; TRPV1-expressing cells, Fluo-8 calcium influx, agonist mode; activation, % at 8.33 µM; actives 0.19% (n = 320,000); in the data active = activation above about 80%; inconclusive = between about 30% and that limit; also: 0% is about no effect
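Cells expressing TRPV1 were dye-loaded with Fluo-8 and read kinetically: 10 s baseline, 3 min after compound (agonist portion), then 2 min after EC20 capsaicin (allosteric enhancer portion). Calcium-bound dye fluorescence at 480/520 nm.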
Active calls of the source: *; u = inconclusive; x = no result given; [ ] = dose if it differs, or a comment. Unless noted, calls follow the shape of the dose curve; as a rule, active = well fitted curve in the direction sought with a large enough effect; inconclusive = small, poorly fitted or top-dose-only effect, or another doubt; inactive = no such curve, though single readings can be large; an effect the other way counts as inactive or inconclusive.

structure,MLL CXXC-DNA inh,A-T KAP1 phos,Integrin act MD,hERG WT inh,GALK inhibitor,Coupling enz,MBNL1 CUG block,KCNH2 3.1 block,S-ASM inh,TRPV1 agonist
O=c1[nH]c(=S)[nH]cc1Oc1ccccc1,x,x,-8%,-2,x,x,x,5,2%,x
O=C(CNc1ccc2ccccc2c1)N/N=C/c1ccncc1,u,-16%,-26%,13,x,-4,u,-9,-1%,u
O=C(CSc1nnc(COc2ccc(Cl)cc2)o1)Nc1ccc(N2CCOCC2)cc1,x,6%,-4%,-11,x,x,x,4,3%,-1
COc1ccccc1NS(=O)(=O)c1ccc(C(=O)NCC(c2ccccc2OC)N(C)C)cc1 (stereo not given),1%,-3%,-18%,3,-14%,x,-10%,0,1%,0
CCOC(=O)c1cnc(-n2nc(C)cc2C)[nH]c1=O,5%,-11%,-23%,7,10%,1,6%,28,1%,2
COc1cccc(CNC(=O)CN(C)S(=O)(=O)c2ccc3c(c2)CC(C)N3C(C)=O)c1 (stereo not given),-1%,-11%,7%,-2,-2%,-4,-3%,-8,6%,1
COc1ccc(S(=O)(=O)N2CCOC23CCN(S(C)(=O)=O)CC3)cc1,x,7%,4%,-1,x,x,x,u,-4%,0
c1ccc(OCCn2c(-c3ccco3)nc3ccccc32)cc1,-1%,-1%,-25%,3,-1%,-4,12%,-2,-2%,x
CCCOc1ccc([C@@H]2C3CN(C(=O)OCC)CC=C3C(C#N)=C(N)C2(C#N)C#N)cc1OC (stereo not given in full),-1%,-2%,-10%,0,-4%,-6,15%,-9,17%,4
COc1ccc(-c2nc(-c3ccccn3)ncc2S(C)(=O)=O)cc1,2%,0%,36%,-9,-3%,-1,20%,14,2%,1
Cc1ccccc1NC(=O)CSCC(=O)Nc1ccccc1C,-1%,-2%,6%,13,0%,-1,-7%,-22,-1%,10
CS(=O)(=O)N(CCc1ccccc1)CC(=O)Nc1ccccc1,-6%,2%,17%,24,x,1,7%[11.5 µM],16,3%,4
CCCCN1C(=O)C(C#N)CC2=C1CC(C)(C)CC2=O (stereo not given),x,x,-10%,0,x,x,x,12,5%,x
CC1(C)CC(=O)C(N=Nc2cc(S(=O)(=O)N3CCOCC3)ccc2Cl)=C(O)C1,2%,2%,-23%,1,x,-2,u,3,1%,15
COc1cc(-c2nc(S(=O)(=O)c3ccc(C)cc3)c(N(C)C)o2)cc(OC)c1OC,7%,-4%,4%,-12,-3%,3,-7%,-17,-3%,6

The list continues.
structure,MLL CXXC-DNA inh,A-T KAP1 phos,Integrin act MD,hERG WT inh,GALK inhibitor,Coupling enz,MBNL1 CUG block,KCNH2 3.1 block,S-ASM inh,TRPV1 agonist
Cc1sc2nc(CN(C(=O)NC3CCCCC3)C3CCCC3)[nH]c(=O)c2c1C,7%,x,-28%,-1,0%,1,u,-5,-4%,-2
CC(C)N(Cc1nc(-c2ccc(Cl)cc2)no1)Cc1nccn1C,-3%,2%,16%,3,1%,7,-6%,-16,-2%,-3
COc1ccc(-n2c(SCC(=O)Nc3ccccc3C)nc(O)c(Cc3ccccc3)c2=O)cc1,2%,3%,4%,-1,0%,x,-2%,-3,-4%,1
O=C(NCC1CCCO1)/C(=C\c1ccco1)NC(=O)c1ccc(Cl)cc1 (stereo not given),13%,-2%,-14%,6,-1%,3,13%,21,2%,0
Cc1cc(Cl)ccc1OCC(=O)NNC(=O)c1ccc(=O)[nH]c1,x,-1%,-17%,4,x,x,x,-1,1%,x
CCCCCCn1c(=O)[nH]c2nc3cc(N)c(C)cc3nc2c1=O,0%,35%,13%,-32,1%,0,u,-21,-12%,-1
COc1cccc(NC(=O)N2CCCC2C(=O)NCc2ccccc2F)c1 (stereo not given),-14%,-1%,-2%,-3,3%,1,-28%,3,4%,2
OCC(O)CSc1nc(-c2ccccc2)nc2c1CCC2 (stereo not given),16%,5%,-26%,1,-3%,-1,5%,x,0%,20
Cc1nc(SCC(=O)N2CCCC2=O)nc(C)c1C,x,40%,2%,2,x,x,x,17,5%,x
O=C1COc2ccc(C(=O)CSc3nnc(Cc4cccs4)n3-c3ccc(Cl)cc3)cc2N1,0%,-3%,-1%,-1,-3%,-2,-7%,-23,-15%,12
NC(=S)N/N=C/c1cccc(Br)c1,-7%,-3%,-10%,-11,0%,4,7%,1,-3%,-1
COc1ccccc1/C=C/C=NC1C(=O)N(c2ccccc2)[N+](C)=C1C (stereo not given),0%,6%,-39%,-4,3%,3,11%,5,6%,-7
Cc1c(NC(=O)c2nn3c(c2Br)NC(c2ccccc2)CC3C(F)(F)F)c(=O)n(-c2ccccc2)n1C (stereo not given),-1%,-2%,2%,-5,1%,9,-12%,-35,4%,4
C[C@H](CO)N1C[C@H](C)[C@@H](CN(C)S(=O)(=O)c2cccs2)Oc2c(NS(=O)(=O)c3cn(C)cn3)cccc2C1=O,x,0%,22%,0,x,x,x,2,-1%,x
CCOc1ccc(CN2CCC(=O)NC2=O)cc1,13%,4%,19%,18,4%,2,-1%,13,4%,-1

Next section:
structure,MLL CXXC-DNA inh,A-T KAP1 phos,Integrin act MD,hERG WT inh,GALK inhibitor,Coupling enz,MBNL1 CUG block,KCNH2 3.1 block,S-ASM inh,TRPV1 agonist
CSc1nc(-c2ccccc2)nn1C(=O)c1ccccc1,100%[activator],5%,11%,1,-2%,2,-5%,x,-8%,-5
Cc1cc(C(=O)c2cnc(/N=C/N(C)C)s2)cc(C)c1O,0%,-9%,3%,1,0%,3,u,-5,-3%,1
CCC(C)C(=O)Nn1c(C2CC2)nc2cc(OC)c(OC)cc2c1=O (stereo not given),9%,18%,-5%,-5,-1%,-3,2%,-5,1%,-2
COc1cc(S(=O)(=O)n2cnc(C)c2)ccc1Cl,-6%,-7%,13%,4,2%,0,-28%,3,-2%,17
COc1ccc(NS(=O)(=O)c2ccc(N/N=C(\C)c3ccncc3)c([N+](=O)[O-])c2)cc1,0%,8%,-42%[inhibitor],6,1%,4,u,0,u,-2
COc1ccc(NC(=O)CCc2nnc3ccc(NCc4ccc5c(c4)OCO5)nn23)cc1,4%,-2%,22%,21,0%,-3,u,34,-4%,-1
Cc1nc2c(C#N)cnn2c2c1CCN(Cc1ccccc1)N2C,u,4%,-1%,1,4%,-2,-1%,3,10%,1
O=C(c1ccc(-n2cncn2)c([N+](=O)[O-])c1)N1CCN(S(=O)(=O)c2c(F)cccc2F)CC1,x,1%,6%,60,x,x,x,17,2%,3
COc1ccccc1N1CCN(C(=O)CCC(=O)Nc2nnc(C(C)C)s2)CC1,22%,8%,-21%,8,4%,x,4%,-3,6%,2
CCOC(=O)[C@H]1[C@H]2COc3ccc(Br)cc3[C@H]2N2C(=O)CNC(=O)[C@@]12C,x,-3%,-16%,-10,x,x,x,5,2%,4
O=C(c1c(F)cccc1F)N1CCC(n2nnc3cc(C(F)(F)F)ccc32)CC1,-5%,1%,12%,0,0%,-2,6%,10,2%,10
N/C(COc1ccc(Cl)cc1Cl)=N\NS(=O)(=O)c1ccccc1,1%,4%,2%,-3,-3%,0,2%,2,-3%,1
CCOc1ccc(/C=N/NC(=O)c2ccc(F)cc2)cc1CN1CC2CC(C1)c1cccc(=O)n1C2 (stereo not given),x,-1%,x,4,x,x,x,-10,3%,1
CN(c1ccccc1)S(=O)(=O)c1ccc(C(=O)NNC(=O)c2ccccc2F)cc1,x,11%,35%,-8,x,x,x,-6,3%,2
O=C(NNS(=O)(=O)c1ccc(F)cc1)c1ccccc1,-1%,7%,-53%[inhibitor],9,9%,0,-5%,-30,8%,-1

Other results follow.
structure,MLL CXXC-DNA inh,A-T KAP1 phos,Integrin act MD,hERG WT inh,GALK inhibitor,Coupling enz,MBNL1 CUG block,KCNH2 3.1 block,S-ASM inh,TRPV1 agonist
COc1cc(S(=O)(=O)NCc2ccccc2Cl)ccc1-n1cnnn1,-11%,0%,-14%,2,-1%,-1,-3%,5,0%,-3
COc1ccc(N2C(=O)CN(Cc3cc(OC)c(OC)c(OC)c3)C2=S)cc1,2%,-3%,-25%,6,0%,2,7%,7,4%,1
C=CCn1c(SCC(=O)Nc2ccc3c(c2)OCO3)nc2ccccc2c1=O,4%,-11%,14%,4,-2%,5,9%,8,-2%,15
Cc1ccc(N(CC(=O)NCC(O)c2ccccc2)S(=O)(=O)c2ccc(C)cc2)cc1 (stereo not given),-1%,5%,20%,4,11%,1,-8%,-5,-2%,-3
CCCCn1c(N)nc2ccccc21,7%,5%,5%,-18,0%,5,1%,-4,0%,-3
COC(=O)C1ON2OC(C(=O)OC)C(C(=O)OC)C2C1CC(C)=O (stereo not given),-7%,6%,-2%,6,10%,0,-5%,21,1%,0
